# IL1B secr inh: blocks inflammasome-driven IL-1 beta release; THP-1 LPS/ATP IL-1B secretion, AlphaLISA, 16 h; hits give low values; hit rate 4.7% among 360,000; AID 743279; activity change, % at 57.5 µM; in the data active = activity change below about -50%; inconclusive = mostly about -30% to -49%; note: % is set by controls: 0 for no effect and ±100 for the full control effect
#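 Secreted IL-1B measured by AlphaLISA bead assay after 16 h compound exposure of THP-1 cells; compounds (final up to 57.5 uM) added 1 h before LPS (250 ng/mL) and ATP (1.25 mM) stimulation; lower signal means less secretion.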
# MCF10A rerep: DNA re-replication induction in MCF 10a cells; hit rate 2.9% among 350,000; Potency, µM (series often up to 46.1 µM), for inactives: at the top dose activity, positive = re-replication, most hits filed as activators; MCF 10A DNA re-replication, Hoechst nuclear intensity, 48 h; note: potency is the fitted concentration of half-maximal effect; % of control where 0% means no effect; nearly all actives have a fitted effect of over 50% in size
# ATXN2 expr inh: inhibitors of ATXN2 expression. HEK-293 ATXN2-luciferase reporter, luminescence, 24 h. Potency, µM (series often up to 57 µM), without a hit: top-dose activity change, negative = inhibition, usual class: inhibitors. hit rate 0.72% among 360,000; note: potency is the fitted concentration of half-maximal effect; % is set by controls: 0 for no effect and ±100 for the full control effect; nearly all actives have a fitted effect of over 55% in size
#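 ATXN2-luciferase reporter cells (luciferase flanked by upstream and downstream ATXN2 gene portions) were treated 24 h at 37 °C with compounds at up to 57 uM. SteadyGlo luminescence gave expression; GF-AFC fluorescence gave viability.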
# KB-3-1 cytotox: kills parental KB-3-1 adenocarcinoma cells; Potency, µM (doses to about 46.1 µM), without a hit: at the highest dose activity change, negative = cytotoxic, actives largely listed as cytotoxic; AID 1347075; hit rate 1.4% among 400,000; KB-3-1 viability, CellTiter-Glo ATP luminescence, 72 h; note: potency is the fitted concentration of half-maximal effect; % is set by controls: 0 for no effect and ±100 for the full control effect; nearly all actives have a fitted effect of over 60% in size
#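 Screening of KB-3-1 cells (DMEM, 10% FBS, phenol-red free) ran from lowest to highest compound concentration; after 72 h at 37 °C viability was read luminescently and curves fitted.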
# HT1080 IDH1KD tx: kills HT-1080 cells with IDH1 knockdown | HT-1080 IDH1 knockdown viability, ATP luminescence, 48 h | Potency, µM (titrated, usually from 46.1 µM), inactives show top-dose activity, negative = toxicity, most hits filed as cytotoxic | hit rate 2% among 360,000;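 note: potency is the fitted concentration of half-maximal effect; 0% = DMSO wells and -100% = cell-free medium wells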
#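 Assay cells: HT-1080 with IDH1 knockdown, 750 per well, RPMI/5% FBS. Exposure: 48 h at 37 °C following 2 h pre-incubation. Read: CellTiter-Glo luminescence; fitted concentration-response, curve class assigned.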
# SW480 rerep: induces DNA re-replication in SW480 colon adenocarcinoma cells. AID 624297. Potency, µM (doses to about 46.1 µM), without a hit: at the top dose re-replication activation, usual class: activators. hit rate 1.8% among 340,000. SW480 DNA re-replication, Hoechst DNA content imaging, 48 h; note: potency is the fitted concentration of half-maximal effect; % of control where 0% means no effect; nearly all actives have a fitted effect of over 55% in size
#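 250 cells/well; 23 nL cpd via pin tool; 48 hr, 37 C, 5% CO2; Hoechst 40 min; imager read of total nuclear intensity, ex 405/em 500-530 nm.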
# HT1080-NT tox: kills 2HG-producing HT-1080-NT fibrosarcoma cells; Potency, µM (doses to about 46.1 µM), for inactives: at the top dose activity, negative = less viability, usual class: cytotoxic; HT-1080-NT fibrosarcoma viability, CellTiter-Glo ATP luminescence, 48 h; hit rate 1.6% among 360,000; AID 686970;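 note: NT is the 2HG producing partner of a matched IDH1 knockdown line; potency is the fitted concentration of half-maximal effect; 0% = DMSO-treated cells and -100% = media-only wells without cells; nearly all actives have a fitted effect of over 55% in size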
#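 Viability by CellTiter-Glo luminescence after 48 h compound exposure at 37C of HT-1080-NT cells (750/well, RPMI, 5% FBS). % activity scaled between DMSO wells and medium-only wells, then curve-fitted and categorized by curve class.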
# KB-V1 cytotox: KB-V1 MDR subline cytotoxicity | KB-V1 MDR cells viability, CellTiter-Glo, 72 h | Potency, µM (series often up to 46.1 µM), for the others: top-dose activity change, negative = cytotoxicity, most hits filed as cytotoxic | hit rate 3.4% among 400,000 | AID 1347076; note: potency is the fitted concentration of half-maximal effect; % is set by controls: 0 for no effect and ±100 for the full control effect; nearly all actives have a fitted effect of over 60% in size
#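 KB-V1 cells (P-gp-expressing MDR subline of KB-3-1) in phenol-red-free DMEM with 10% FBS were exposed to library compounds over a concentration series for 72 h at 37 degrees C. Viability read by CellTiter-Glo luminescence; concentration-effect curves fitted after normalization.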
# S2 tox: cell viability loss in ATXN counter-screen; S2 cells (HEK-293 line with an ATXN2-luciferase reporter) viability, CellTiter-Fluor protease fluorescence, 24 h; Potency, µM (doses to about 56.7 µM), hits mostly cytotoxic; hit rate 0.49% among 400,000; AID 651635; note: potency is the fitted concentration of half-maximal effect; nearly all actives have a fitted effect of over 40% in size
# * = called active by the depositor; i = inactive; u = inconclusive; x = no result given; [ ] = another dose, or the depositor's remark. Unless noted, calls come from the whole dose curve; as a rule, active = well fitted curve in the direction sought with a large enough effect; inconclusive = small, poorly fitted or top-dose-only effect, or another doubt; inactive = no such curve, though single readings can be large; an effect the other way counts as inactive or inconclusive. An unsorted share of the library; overall some 11% were active at least once.
SMILES,IL1B secr inh,MCF10A rerep,ATXN2 expr inh,KB-3-1 cytotox,HT1080 IDH1KD tx,SW480 rerep,HT1080-NT tox,KB-V1 cytotox,S2 tox
CCc1ccccc1OCC(=O)Nc1ccc(S(N)(=O)=O)cc1,-7,0%,-1%,-4%,-5%,4%,-13%,-26%,i
CCOC(=O)N1CCC(NC(=O)c2ccc(CS(=O)c3ccc(Cl)cc3)o2)CC1 (centres undefined),15,1%,-9%,5%,3%,-20%,8%,9%,i
Cc1noc(C)c1CSc1nnc2sc3ccccc3n12,-8,4%,-6%,12%,5%,-3%[9.22 µM],12%,0%,i
COc1ccccc1C(CNC(=O)C1COc2ccccc2O1)N1CCCC1 (centres undefined),-19,2%,x,u,0%,8%,-7%,-22%,x
COc1ccc(CN2C(=O)CNC2=S)cc1,24,-1%,-1%,u,1%,6%,-3%,u,i
Cc1ccc(NS(=O)(=O)c2ccccc2)c(NS(=O)(=O)c2ccccc2)c1,15,27%,2%,-11%,-2%,-5%,-21%,0%,i
COc1ccc(OC)c(S(=O)(=O)Nc2ccc3oc(C)c(C(C)=O)c3c2)c1,22,18%,-8%,-19%,-28%,-5%,-27%,u,i
CCn1c(=NC(=O)c2ccco2)sc2cccc(F)c21,13,11%,42%[activator],u,2%,-13%,-19%,-3%,i
COc1ccc(-n2c(C)cc(C3=NNC(=NC4CC4)SC3)c2C)cc1,u,9.2µM*,7%,u,21µM*,u,23µM*,u,i
COc1cccc(CC(=O)NC2CCCN(Cc3ccc(Cl)cc3)C2)c1 (centres undefined),-8,2%,0%,-8%,-17%,-2%,-15%,-1%,i
CN(C)CCNC(=O)c1ccc(-c2cnn(C)c2)c2ccoc12,11,x,13%,0%,18%,x,u,6%,i
COc1ccc(Cn2c(CCC(=O)Nc3ccccc3)nc3cccnc32)cc1,-2,29%,-11%,-3%,u,-1%,-27%,-21%,i
CCN(Cc1ccncc1)C(=O)c1cc(COc2ccc(OC)cc2Cl)on1,-23,0%,48%[activator],x,-10%,-2%,-4%,x,i
O=C(CN1C(=O)/C(=C/c2ccc(F)cc2)SC1=S)NC1C=CS(=O)(=O)C1 (centres undefined),-28,10%,x,8%,5%,-4%,10%,u,i
COc1ccc([N+](=O)[O-])cc1NC(=O)c1ccco1,-5,-2%,-8%,u,-8%,1%,-20%,-11%,i
O=C(CSc1c2c(nc3cc(Cl)ccc13)CCCC2)NCc1ccco1,-66*,u,-5%,-16%,u,u,-19%,u,i
Cc1ccc2oc3c(c(=O)c2c1)C(c1ccc(OCC(N)=O)cc1)N(Cc1ccc2c(c1)OCO2)C3=O (centres undefined),x,x,0%,-4%,x,x,x,1%,i
CN(Cc1c(F)cccc1Cl)C(=O)c1cccc(S(=O)(=O)NCc2ccccc2)c1,-23,14%,-6%,-4%,2%,-5%,7%,-11%,u
CC(C)(C)NC(=O)C(c1ccncc1)N(Cc1ccc(F)cc1)C(=O)c1ccc(-c2ccccc2)[nH]1 (centres undefined),-23,u,2%,-1%,u,u,u,-12%,i
Cc1ccccc1-c1nc(CN2CCC(C(=O)NCc3ccccc3Cl)CC2)c(C)o1,x,x,10%,-15%,x,x,x,11%,u
Cc1nc2nc[nH]n2c(=O)c1NC(=O)c1cccc(OCC(C)C)c1,-9,-1%,-1%,-20%,2%,-2%,-3%,-8%,i
O=C(O)c1cccc(NC(=S)NC(=O)c2ccc(-c3ccccc3)cc2)c1,20,5%,35%[activator],-3%,-1%,-6%,0%,13%,i
COCCNC(=O)CC(NS(=O)(=O)c1ccc(NC(C)=O)cc1)C(C)C (centres undefined),0,-4%,-4%,0%,21%,-2%,14%,u,i
CCCC(=O)Nc1ccc(Cl)c(NC(=O)c2cccnc2)c1,-2,0%,0%,-6%,u,-19%,0%,8%,i
CC(=O)c1c(C)oc2ccc(O)c(CN3CCOCC3)c12,-1,-2%,-5%,-5%,-3%,-3%,-6%,u,i
CCCc1cc(=O)[nH]c2nnc(SCC(=O)Nc3ccc(NC(C)=O)cc3)n12,-5,-7%,4%,0%,-2%,5%,-2%,23%,i
CC(CCc1ccccc1)NC(=O)C1CCN(S(=O)(=O)c2cnc[nH]2)CC1 (centres undefined),-55*,14%,-18%,2%,10%,0%,6%,14%,i
Cc1ccc(N(CC(=O)N2CC(=O)Nc3ccccc32)S(=O)(=O)c2ccc3c(c2)OCCO3)cc1,-7,13%,5%,7%,0%,7%,-22%,u,i
COc1ccc(CN2CCCC(CNC(=O)c3ccc(F)cc3)C2)c(F)c1 (centres undefined),-6,5%,-17%,4%,0%,-5%,-5%,6%,i
C/C=C/c1cccc(-c2nc(C(=O)N3CCCCC3)cc3c2[C@@H](CCO)N(C(=O)NC(C)C)C3)c1,-21,x,7%,12%,16%,x,13%,-15%,i
CCOC(=O)CN(c1ccccc1C)S(=O)(=O)c1ccc(Cl)cc1,-4,5%,51%[activator],7%,1%,9%,13%,0%,i
O=C(COC(=O)c1cccnc1)NC1CCCc2ccccc21 (centres undefined),6,28%,-6%,13%,23%,-2%,8%,5%,x
O=C(CNC(=S)NC(=O)C1CCCCC1)c1ccccc1,54,-39%[inhibitor],55%[activator],u,-1%,u,2%,-30%,i
O=C(N1CCCCCC1)N1CCN(S(=O)(=O)N2CCCCC2)CC1,13,8%,3%,0%,7%[9.24 µM],-4%,11%,u,i
COCCN(CC(=O)Nc1cccc(C)c1C)C(=O)C1(c2ccccc2)CC1,-10,-1%,-4%,-1%,-1%,0%,0%,18µM*,u
COc1cc2c(cc1O)[C@@H]1Cc3cc(OC)c(OC)cc3C(C2)N1C,8,-8%,-10%,-1%,-12%,-61%[inhibitor][9.22 µM],-14%,2%,i
Cn1c(C(=O)NCCCN2CCCCC2)cc2sccc21,-16,2%,-8%,-13%,0%,-13%,2%,1%,i
CC1CCCCN1C(=O)CSc1nnc(-c2ccccc2O)o1 (centres undefined),40,11%,77%[activator],13µM*,-20%,u,-10%,u,i
COc1ccc(OC)c(S(=O)(=O)N2CCC(C(=O)Nc3ccc(C)c(C)c3)CC2)c1,-18,8%,-20%,-14%,-9%,6%,-3%,u,i
O=C(OCC(=O)N1CCOCC1)c1ccc2c(c1)OCCO2,-28,-6%,20%,1%,10%,-4%,13%,19%,i
Cc1[nH]c(=O)c(C(=O)c2ccccc2O)cc1C(=O)O,27,-29%,3%,5%,4%,11%,16%,u,i
c1ccc(CNCC2COc3ccccc3O2)cc1 (centres undefined),-8,-1%,15%,1%,0%,2%,-1%,-6%,i
CCOC(=O)C1=C(COC(=O)COc2ccccc2OCC)NC(=O)NC1C (centres undefined),10,-3%,-3%,-8%,-1%,0%,-1%,9%,i
Cc1ccc(C)n1-c1nn(S(=O)(=O)c2cccc3cccnc23)c2cccc(F)c12,-17,5%,6%,-5%,-8%,24%,-4%,u,i
Cc1ccc(F)cc1NC(=S)NCCc1ccccc1,-15,47%,x,-7%,-10%,u,-6%,-17%,u
CSc1nc2c(c(=O)[nH]1)C(c1cccc(Br)c1)CC(=O)N2 (centres undefined),2,3%,-25%,2%,4%,-2%,2%,0%,i
N#Cc1ccc(OC(=O)C2CCN(C3=NS(=O)(=O)c4ccccc43)CC2)cc1,-30,-7%,-12%,-1%,13%,-11%,1%,5%,i
COc1ccc2cc(C(C)C(=O)N3CCC(C(N)=O)CC3)ccc2c1 (centres undefined),-12,5%,-5%,4%,8%,-4%,20%,-10%,i
c1ccc2c(-c3nnc(SCc4cn5ccccc5n4)o3)c[nH]c2c1,-2,u,-3%,5%,-15%,6%,-4%,0%,u

# In another format: results already given.
mol | IL1B secr inh | MCF10A rerep | ATXN2 expr inh | KB-3-1 cytotox | HT1080 IDH1KD tx | SW480 rerep | HT1080-NT tox | KB-V1 cytotox | S2 tox
CC1CCCCN1C(=O)CSc1nnc(-c2ccccc2O)o1 (centres undefined) | 40 | 11% | 77%[activator] | 13µM* | -20% | u | -10% | u | i
COc1ccc(OC)c(S(=O)(=O)N2CCC(C(=O)Nc3ccc(C)c(C)c3)CC2)c1 | -18 | 8% | -20% | -14% | -9% | 6% | -3% | u | i
O=C(OCC(=O)N1CCOCC1)c1ccc2c(c1)OCCO2 | -28 | -6% | 20% | 1% | 10% | -4% | 13% | 19% | i
Cc1[nH]c(=O)c(C(=O)c2ccccc2O)cc1C(=O)O | 27 | -29% | 3% | 5% | 4% | 11% | 16% | u | i
c1ccc(CNCC2COc3ccccc3O2)cc1 (centres undefined) | -8 | -1% | 15% | 1% | 0% | 2% | -1% | -6% | i
CCOC(=O)C1=C(COC(=O)COc2ccccc2OCC)NC(=O)NC1C (centres undefined) | 10 | -3% | -3% | -8% | -1% | 0% | -1% | 9% | i
Cc1ccc(C)n1-c1nn(S(=O)(=O)c2cccc3cccnc23)c2cccc(F)c12 | -17 | 5% | 6% | -5% | -8% | 24% | -4% | u | i
Cc1ccc(F)cc1NC(=S)NCCc1ccccc1 | -15 | 47% | x | -7% | -10% | u | -6% | -17% | u
CSc1nc2c(c(=O)[nH]1)C(c1cccc(Br)c1)CC(=O)N2 (centres undefined) | 2 | 3% | -25% | 2% | 4% | -2% | 2% | 0% | i
N#Cc1ccc(OC(=O)C2CCN(C3=NS(=O)(=O)c4ccccc43)CC2)cc1 | -30 | -7% | -12% | -1% | 13% | -11% | 1% | 5% | i
COc1ccc2cc(C(C)C(=O)N3CCC(C(N)=O)CC3)ccc2c1 (centres undefined) | -12 | 5% | -5% | 4% | 8% | -4% | 20% | -10% | i

# Source: PubChem
